Screens from PubChem BioAssay.
M1 PAM: human CHRM1 positive allosteric modulation. CHO-K1 hM1, Fluo-8 calcium fluorescence, ACh EC20; 0% = ACh EC20, 100% = maximal ACh. activation, % at 3 µM. 0.088% of 360,000 active. P11229; in the data active = activation above about 19%, passing the limit was not always enough
Target sequence (P11229 whole entry, looked up): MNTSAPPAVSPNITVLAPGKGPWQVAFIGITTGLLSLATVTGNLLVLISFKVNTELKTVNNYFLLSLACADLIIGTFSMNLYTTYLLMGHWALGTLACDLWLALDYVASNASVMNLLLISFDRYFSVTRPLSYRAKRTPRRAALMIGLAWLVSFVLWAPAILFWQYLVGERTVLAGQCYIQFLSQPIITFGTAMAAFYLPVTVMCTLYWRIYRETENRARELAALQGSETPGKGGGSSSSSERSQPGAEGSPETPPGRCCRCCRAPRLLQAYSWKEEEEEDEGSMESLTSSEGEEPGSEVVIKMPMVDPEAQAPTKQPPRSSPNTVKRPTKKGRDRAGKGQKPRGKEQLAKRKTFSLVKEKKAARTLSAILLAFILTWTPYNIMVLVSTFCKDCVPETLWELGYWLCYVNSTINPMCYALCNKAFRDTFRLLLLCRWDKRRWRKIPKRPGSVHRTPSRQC
TAAR1 ag: agonists of human TAAR1 | AID 624467 | 0.99% of 360,000 active | activation, % at 3 µM | CHO RD-HGA16 TAAR1, Fluo-8 calcium fluorescence; vehicle wells 0%, saturating PEA agonist 100%;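 active = activation above the mean activation of all test compounds in the run plus 3 SD, cut at about 38% in these data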
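test system = CHO RD-HGA16 cells carrying human TAAR1 plus Gα16 | schedule = 17-24 h seeding, 75 min 37 °C dye, 30 min RT | compound dosing = 3 µM single concentration | control set = DMSO and PEA EC100 | replicates = n 1 | signal = Fluo-8 fluorescence, 5 s baseline then 140 s kinetic read | measure = percent activation vs PEA EC100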
CHRM1 antagonist: human CHRM1 antagonism. P11229. CHO-K1 hM1, Fluo-8 calcium fluorescence, ACh EC80 antagonist. inhibition, % at 3 µM. 1.3% of 360,000 active;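 active = percent inhibition above its own plate's cutoff, namely the mean of that plate's compound wells plus 3 SD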;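 also: peak over basal fluorescence ratio during 140 s after agonist addition; 0% = ACh EC80 plus DMSO and 100% = DMSO alone without agonist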
CHO parental Ca: signal in parental CHO cells, OX1R antagonist counter-screen; inhibition, % at 5.6 µM; parental CHO-K1, ATP-induced calcium, Fluo-8 fluorescence; 0.63% of 330,000 active;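 active = inhibition above that plate's mean sample inhibition plus 3 SD, cut at about 26% in these data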;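 also: 0% = ATP-challenged DMSO wells and 100% = DMSO wells without ATP; some compounds past the cut are filed as inactive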
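Measured by: calcium-sensitive Fluo-8 fluorescence / Test system: CHO parental line / Controls: ATP-challenged DMSO wells low, unchallenged DMSO wells high / Measure: % inhibition / Compound: single nominal dose of 5.6 µM per compound / Replicates: single well per compound, no replicates / Reagent: ATP as calcium-mobilizing challenge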
TAAR1 antagonist: human TAAR1 antagonism | Q96RJ0 | inhibition, % at 3 µM | AID 624466 | CHO RD-HGA16 TAAR1, Fluo-8 calcium fluorescence, antagonist | 1.5% of 360,000 active;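 active = inhibition above a per-plate cutoff, the mean inhibition of test compounds on that plate plus 3 SD, cut at about 49% in these data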;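 also: 0% = DMSO plus EC80 beta-PEA response and 100% = DMSO alone without agonist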
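Test system: RD-HGA16 CHO cells with stable hTAAR1 and Gα16 / Probe or stimulus: EC80 β-phenethylamine stimulus / Times: seeding 17-24 h prior, 75-min 37 °C, 30-min RT dye loading / Detection: Fluo-8 calcium-sensitive fluorescence / Read-out basis: % inhibition scaled between DMSO and EC80 PEA controls / Repeats: singlicate, one well per test compound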
OXTR potentiator: potentiates the human oxytocin receptor response; CHO-OTR cells, Fluo-8 calcium fluorescence, potentiator mode; 0% = oxytocin EC15, 100% = EC100; AID 2445; 0.061% of 320,000 active; activation, % at 3 µM;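 active = activation above that plate's cutoff, the mean activation of tested compounds plus 3 SD, cut at about 6.6% in these data, passing the limit was not always enough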;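 also: 100% uses oxytocin at 75 nM as the full agonist control; some results filed as inactive read as strong as hits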
Target sequence (P30559 whole entry, looked up): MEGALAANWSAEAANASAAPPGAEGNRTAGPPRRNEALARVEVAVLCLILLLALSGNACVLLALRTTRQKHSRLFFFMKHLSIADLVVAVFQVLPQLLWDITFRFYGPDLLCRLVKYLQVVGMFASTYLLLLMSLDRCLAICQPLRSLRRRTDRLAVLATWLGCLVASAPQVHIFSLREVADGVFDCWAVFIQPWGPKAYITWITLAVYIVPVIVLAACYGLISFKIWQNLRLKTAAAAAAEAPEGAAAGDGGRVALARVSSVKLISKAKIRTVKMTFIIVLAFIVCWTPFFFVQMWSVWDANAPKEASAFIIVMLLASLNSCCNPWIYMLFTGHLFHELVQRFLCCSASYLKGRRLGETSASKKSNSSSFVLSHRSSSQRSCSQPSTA
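Measured by – Fluo-8 calcium dye fluorescence · Test system – human OTR in CHO cells · Dosing – one concentration, 3.0 µM compound · Controls – EC15 oxytocin alone as 0%, 75 nM oxytocin as 100% · Evaluation – normalized max/min fluorescence ratio, % activation · Timing – 6 min pre-incubation, 100 s read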
V1aR counter: counter-screen for oxytocin receptor agonists: human V1a receptor agonists | P37288 | CHO-V1R cells, Fluo-8 calcium fluorescence, agonist mode; 0% DMSO, 100% 3 nM vasopressin | activation, % at 3 µM | 0.25% of 320,000 active;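 active = activation above the mean activation of all tested compounds plus 3 SD, per screening run, cut at about 20% in these data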;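 also: signal is peak over basal fluorescence ratio across a 100 second FLIPR read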
CHRM1 agonist: activates human CHRM1 receptor. P11229. CHO-K1 hM1, Fluo-8 calcium fluorescence, agonist mode; 0% DMSO, 100% acetylcholine EC100. activation, % at 3 µM. 0.33% of 360,000 active. AID 588814;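 active = activation above the run's mean compound activation plus 3 SD, cut at about 16% in these data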;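 also: peak over basal fluorescence ratio within a 140 s kinetic read after compound addition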
OXTR ag: agonists of human oxytocin receptor; activation, % at 3 µM; 0.32% of 320,000 active; CHO-OTR cells, Fluo-8 calcium fluorescence; normalized: DMSO 0%, oxytocin 100%; AID 2435;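 active = activation above the mean of all tested compounds plus 3 SD, cutoff set per screening run, cut at about 20% in these data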;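 also: peak over basal fluorescence ratio from a 100 s FLIPR kinetic read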
* = called active by the depositor; nt = not tested or not shown.

1. O=C(NCc1ccc2c(c1)OCO2)C1CC(c2ccc(Cl)c(Cl)c2)=NO1 (stereo not given)
2. CCO[C@@H]1OC(C(N)=O)=C[C@H](C2CCCCC2)[C@H]1CCCO
3. O=C(Nc1ccnc(-c2cccnc2)n1)c1ccccc1Cl
4. COc1ccc(-n2nc(C(=O)NCC(=O)N3CCC(C(N)=O)CC3)c3ccccc3c2=O)cc1OC
5. CC(=O)c1c(C)n([O-])c2ccc(C)cc2[n+]1=O
6. Cc1cccc(C)c1OCc1cn(CC(=O)c2ccc(O)cc2)nn1
7. COc1ccccc1NC(=O)N1CCN(c2ccc3nnc(-c4ccc(F)cc4)n3n2)CC1
8. Cc1cc(NC(=O)c2ccc(Cl)cc2)no1
entry no.	1	2	3	4	5	6	7	8
M1 PAM	-1	9	0	5	11	-2	1	-3
TAAR1 ag	7	0	8	4	2	0	-3	-2
CHRM1 antagonist	-12	-6	-8	-10	-5	-20	-3	4
CHO parental Ca	-12	-15	-10	-4	-4	nt	-29	-7
TAAR1 antagonist	9	8	20	1	-19	-10	-20	-4
OXTR potentiator	-20	-3	-13	-5	-3	nt	-10	-4
V1aR counter	8.6	1.0	0.7	0.5	-1.2	nt	-0.9	0.2
CHRM1 agonist	4	0	-4	1	-4	-2	-8	-4
OXTR ag	12	-0.3	-0.3	0.8	0.3	nt	-1.9	-1.0

9. O=[N+]([O-])c1ccc(C[n+]2cccc(O)c2)cc1
10. CC(=O)c1cc(C#N)c(N(C)Cc2ccccc2)nc1C
11. N#Cc1ccsc1NC(=O)c1ccc2ncsc2c1
12. COc1cccc(C2C3=C(N=c4s/c(=C\c5cccc(O)c5)c(=O)n42)c2ccccc2CC3)c1OC (stereo not given)
13. CC(=O)c1ccc(N2CCN(C(=O)COc3ccc(F)cc3)CC2)c(F)c1
14. COc1cccc(C(=O)CN2CCN(S(=O)(=O)c3ccc(Br)cc3)CC2)c1
15. CCOC(=O)c1ccc(NC(=O)Nc2ccn(C)n2)cc1
16. CNC(=O)C(=O)Nc1c(O)c2ccccc2[nH]c1=O
entry no.	9	10	11	12	13	14	15	16
M1 PAM	3	16	-10	-5	-4	8	3	0
TAAR1 ag	3	5	10	4	21	nt	nt	1
CHRM1 antagonist	-1	-14	12	13	10	-12	-8	4
CHO parental Ca	-8	-12	nt	-10	3	-3	-5	-5
TAAR1 antagonist	14	18	15	23	34	nt	nt	-24
OXTR potentiator	-3	-8	nt	-6	-8	-12	-2	-1
V1aR counter	-0.4	0.9	nt	3.2	7.7	2.0	7.1	-1.3
CHRM1 agonist	-2	-7	0	-3	2	-3	8	-2
OXTR ag	-0.4	-1.0	nt	1.7	7.3	0.7	8.8	0.1

17. O=C(Oc1ccc2ccccc2c1)C1CCC1
18. CCc1ccc(NC(=O)Cn2cnc3sc(C)c(S(=O)(=O)N4CCOCC4)c3c2=O)cc1
19. O=C(N/N=C/c1cccs1)C(O)c1ccccc1 (stereo not given)
20. CCc1cc2c(=O)[nH]c(Cc3ccc(OC)cc3)nc2s1
21. Cc1ccc(-n2nc(N)c3c(=O)oc(N(C)C)nc32)cc1
22. COc1ccc2c(c1)Sc1ccccc1N2CCN(C)C
23. O=C(NC1CCCCC1)c1cc([N+](=O)[O-])ccc1N1CCOCC1
24. CCC1CCCCN1S(=O)(=O)c1ccc(C(=O)Nc2nnc(C3=COCCO3)o2)cc1 (stereo not given)
entry no.	17	18	19	20	21	22	23	24
M1 PAM	11	4	5	6	2	-22	4	2
TAAR1 ag	10	3	16	6	4	nt	1	-1
CHRM1 antagonist	-16	-4	-8	6	-1	48*	-8	2
CHO parental Ca	nt	-16	-11	-9	-3	-1	-8	-16
TAAR1 antagonist	16	15	-1	-24	9	nt	0	-14
OXTR potentiator	nt	-12	-6	1	1	-12	-5	-4
V1aR counter	nt	-0.6	-0.2	-0.1	-0.5	0.7	0.2	0.1
CHRM1 agonist	-2	-6	-2	-6	-4	-4	-5	-4
OXTR ag	nt	-1.8	-0.1	-0.3	-2.1	4.3	-0.9	-0.6

25. CC(C)NC(=O)C1(C)CCN1C(=O)C1(c2ccccc2)CC1 (stereo not given)
26. COCCn1c(Cc2ccccc2)nnc1SCc1ccc([N+](=O)[O-])cc1
27. CN1/C(=C/C(=O)CSc2ccccc2C(=O)O)C(C)(C)c2ccccc21
28. COc1ccc(N=C2SC(CC(=O)Nc3ccccc3)C(=O)N2CC2CCCO2)cc1 (stereo not given)
29. Cc1c(Nc2nc(-c3ccccc3)cs2)c(=O)n(-c2ccccc2)n1C
30. CCC(=O)N(Cc1ccco1)c1nc(C(=O)Nc2ccc(Cl)cc2)c(C)s1
31. COc1ccc(CNC(=S)N/N=C/c2ccc(OC)c(OC)c2)cc1
32. CCNS(=O)(=O)c1ccc(CCC(=O)N2CCN(C(=O)OCC)CC2)cc1
entry no.	25	26	27	28	29	30	31	32
M1 PAM	21	6	7	-2	-12	-10	1	-14
TAAR1 ag	1	11	3	6	0	-1	2	-1
CHRM1 antagonist	-29	-8	2	3	17	5	0	21
CHO parental Ca	nt	-5	5	-12	-7	-11	-9	-15
TAAR1 antagonist	-7	13	-14	30	-16	-14	-16	-8
OXTR potentiator	nt	-5	2	-1	3	-2	1	-6
V1aR counter	nt	0.1	2.1	0.8	-0.8	-0.8	-0.9	0.1
CHRM1 agonist	-2	-9	-6	-3	-11	-9	0	-8
OXTR ag	nt	-1.5	1.9	1.5	-1.5	-1.4	-2.3	-0.4

33. O=S(=O)(c1ccc(SCc2ccccc2)nc1)N1CCCC1
34. N#CC1=C(N)C(C#N)(C#N)[C@H](c2c(F)cccc2F)[C@H]2CC3(CC=C12)OCCO3
35. CCOC(=O)NCc1ccc2c(c1)cc(C)n2C
36. Cc1c(NC(=O)c2ccc3c(c2)C(=O)N(Cc2ccco2)C3=O)cccc1C(=O)O
37. COc1ccc(NC(=O)C(c2ccccc2)N(C)C(=O)CNC(C)=O)cc1 (stereo not given)
38. CC1CCC(NC(=O)c2ccc(COc3ccccc3)o2)CC1 (stereo not given)
39. Cc1cc2sc3ccccc3c(=O)c2c(C)c1O
40. O=c1cc(-c2ccccc2)c2cc3c(cc2[nH]1)OCCO3
entry no.	33	34	35	36	37	38	39	40
M1 PAM	-1	-4	-15	1	13	2	5	9
TAAR1 ag	4	15	12	4	0	-2	-1	-1
CHRM1 antagonist	-3	15	12	2	0	-9	-8	-7
CHO parental Ca	-15	-1	-18	5	8	9	2	-2
TAAR1 antagonist	-12	14	8	2	-2	-8	2	6
OXTR potentiator	-5	-5	-2	-4	-10	-5	1	-10
V1aR counter	0.4	4.3	0.6	2.2	-0.2	-1.2	-0.1	0.7
CHRM1 agonist	-7	-3	-7	-7	1	-6	-6	-1
OXTR ag	-1.6	4.7	0.9	-0.4	-0.1	0.1	-0.6	0.7

In the list so far, these have a nitro group on carbon:
9. O=[N+]([O-])c1ccc(C[n+]2cccc(O)c2)cc1
23. O=C(NC1CCCCC1)c1cc([N+](=O)[O-])ccc1N1CCOCC1
26. COCCn1c(Cc2ccccc2)nnc1SCc1ccc([N+](=O)[O-])cc1
entry no.	9	23	26
M1 PAM	3	4	6
TAAR1 ag	3	1	11
CHRM1 antagonist	-1	-8	-8
CHO parental Ca	-8	-8	-5
TAAR1 antagonist	14	0	13
OXTR potentiator	-3	-5	-5
V1aR counter	-0.4	0.2	0.1
CHRM1 agonist	-2	-5	-9
OXTR ag	-0.4	-0.9	-1.5

Additional results follow:
41. Cc1cc(N/N=C/c2ccc(O)cc2O)nc(-c2ccccc2O)n1
42. CC1CCC(NC(=O)c2ccc(CNc3c(NC4CCCCC4)c(=O)c3=O)cc2)CC1 (stereo not given)
43. O=[N+]([O-])c1ccc(-c2csc(N3CCc4ccccc4C3)n2)cc1
44. CC(=O)c1ccc(S(=O)(=O)NCCC(=O)NC2CCN(Cc3ccccc3)CC2)cc1
45. CCOCCCNC(=O)c1ccc(OC)c(OC2CCN(C(C)C)CC2)c1
46. O=C1c2cc(Cl)ccc2OC2(CCNCC2)C12CC(c1ccccc1)=NO2 (stereo not given)
47. O=C(COC(=O)c1c(F)cccc1F)NCc1ccc2c(c1)OCO2
48. c1coc(CSc2ncnc3c2oc2ccccc23)c1
49. O=C(/C=C/c1ccccc1O)c1ccc(Cl)cc1
50. CCS(=O)(=O)c1ccc2c(c1)N(S(C)(=O)=O)CC(C(=O)NCc1ccccc1OC)O2 (stereo not given)
entry no.	41	42	43	44	45	46	47	48	49	50
M1 PAM	-11	13	5	11	10	3	11	-10	0	9
TAAR1 ag	nt	0	40*	0	6	43*	2	12	5	2
CHRM1 antagonist	21	-14	-7	-6	-23	2	-8	21	1	-15
CHO parental Ca	3	-17	-6	-14	-3	3	-18	-16	13	-16
TAAR1 antagonist	nt	-23	-2	2	-6	39	-10	-9	-8	9
OXTR potentiator	-4	-5	2	0	-15	-15	2	-8	-8	-9
V1aR counter	2.9	0.0	1.1	1.0	0.8	5.3	-0.5	-0.2	-0.4	0.7
CHRM1 agonist	-5	-2	-4	-7	-6	-1	-3	-3	-10	-2
OXTR ag	-1.1	0.3	0.2	0.8	0.7	15	0.1	-2.2	-0.1	-1.0
